From PubChem
HTR1E antagonist: 5-HT1E receptor antagonists, primary screen, cell-based, HTS; 5-hydroxytryptamine receptor 1E (Homo sapiens), P28566; CHO 5-HT1E Ga15 NFAT-bla reporter, FRET, antagonist; inhibition, % at 6 µM; hit rate 0.99% among 65,000; AID 571, 2007;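 active = inhibition above a set limit, the mean inhibition across every tested compound plus 3 SD, cut at about 29% in these data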;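 also: signal is the 460 over 535 nm emission ratio of beta-lactamase substrate; 0% = agonist plus DMSO wells and 100% = wells without agonist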
HTR1E agonist: 5-HT1E receptor agonists, primary screen, cell-based, HTS. 5-hydroxytryptamine receptor 1E (Homo sapiens), P28566. CHO 5-HT1E Ga15 NFAT-bla reporter, FRET; 0% DMSO wells, 100% control agonist wells. activation, % at 6 µM. hit rate 0.69% among 65,000. AID 574, 2007;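 active = activation above a set limit, the screen-wide mean activation plus 3 SD, cut at about 8.5% in these data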;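 also: 100% = positive control agonist at 1 µM giving full maximal response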
RORA act: activators of orphan receptor RORA, primary screen, cell-based, luminescence; Nuclear receptor ROR-alpha (Homo sapiens), P35398; activation, % at 10 µM; CHO-K1 Gal4-RORA LBD luciferase reporter; percent increase over mock-subtracted basal signal; hit rate 1.5% among 65,000;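 active = activation above the mean of all tested compounds plus 3 SD, cut at about 49% in these data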;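 also: 0% = DMSO-treated RORA cells and 100% = added signal equal to DMSO minus mock-transfected cells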
HTR1A agonist: human 5-HT1a receptor agonists, primary screen, cell-based, CHO, Ga15 NFAT-bla reporter | hit rate 0.56% among 65,000 | activation, % at 10 µM | CHO 5-HT1a Ga15 NFAT-bla reporter, FRET ratio; 0% basal, 100% maximal reference agonist | 5-hydroxytryptamine receptor 1A (Homo sapiens), P08908 | AID 567, 2006;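 active = activation above the screen-wide mean activation plus 3 SD, cut at about 19% in these data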;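 also: 0% = DMSO wells and 100% = 5-CT at EC100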
Target sequence (P08908 whole entry, looked up): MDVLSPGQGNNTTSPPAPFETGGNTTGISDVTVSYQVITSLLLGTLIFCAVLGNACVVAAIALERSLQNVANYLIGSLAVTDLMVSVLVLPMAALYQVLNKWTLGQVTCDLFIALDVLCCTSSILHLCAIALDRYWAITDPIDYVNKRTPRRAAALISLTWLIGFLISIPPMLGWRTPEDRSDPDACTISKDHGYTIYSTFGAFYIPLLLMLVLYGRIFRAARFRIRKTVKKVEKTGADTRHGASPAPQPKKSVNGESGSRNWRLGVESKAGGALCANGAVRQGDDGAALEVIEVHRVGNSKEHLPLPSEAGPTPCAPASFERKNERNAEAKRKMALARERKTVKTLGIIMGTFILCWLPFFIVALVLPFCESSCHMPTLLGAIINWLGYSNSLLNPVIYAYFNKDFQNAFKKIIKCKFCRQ
NADH coupling: inhibitors of PK/LDH coupling enzymes, profiling panel, artefact control, biochemical, MLSMR library | coupled PK/LDH NADH assays, four targets | IC50, µM (titrated, usually from 10 µM), inactives show top-dose inhibition | hit rate 0.02% among 65,000 | AID 774, 2007;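 active = single-dose screening hits from any of four coupled enzyme assays that gave an IC50 when retested across doses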;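 also: the DPM-DC format reads NADH fluorescence rather than 340 nm absorbance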
MMP13 inh: human MMP13 inhibitors, primary screen, biochemical, FRET peptide cleavage. MMP-13 fTHP FRET cleavage, Mca fluorescence. inhibition, % at 4 µM. hit rate 0.07% among 65,000;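 active = inhibition above the mean of compound-free control plate wells plus 3 SD, cut at about 14% in these data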;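 also: 0% = DMSO wells and 100% = wells with reference MMP-13 inhibitor after basal subtraction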
SF-1 act: activators of human SF-1, primary screen, cell-based, CHO-K1, Gal4-SF-1 LBD, luciferase luminescence; Steroidogenic factor 1 (Homo sapiens), Q13285; CHO-K1 Gal4-SF-1 LBD luciferase reporter; % increase over DMSO SF-1-specific signal; activation, % at 10 µM; hit rate 1.9% among 65,000;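 active = activation above the mean activation of all tested compounds plus 3 SD, cut at about 50% in these data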
Target sequence (Q13285 whole entry, looked up, the tested form may be a part): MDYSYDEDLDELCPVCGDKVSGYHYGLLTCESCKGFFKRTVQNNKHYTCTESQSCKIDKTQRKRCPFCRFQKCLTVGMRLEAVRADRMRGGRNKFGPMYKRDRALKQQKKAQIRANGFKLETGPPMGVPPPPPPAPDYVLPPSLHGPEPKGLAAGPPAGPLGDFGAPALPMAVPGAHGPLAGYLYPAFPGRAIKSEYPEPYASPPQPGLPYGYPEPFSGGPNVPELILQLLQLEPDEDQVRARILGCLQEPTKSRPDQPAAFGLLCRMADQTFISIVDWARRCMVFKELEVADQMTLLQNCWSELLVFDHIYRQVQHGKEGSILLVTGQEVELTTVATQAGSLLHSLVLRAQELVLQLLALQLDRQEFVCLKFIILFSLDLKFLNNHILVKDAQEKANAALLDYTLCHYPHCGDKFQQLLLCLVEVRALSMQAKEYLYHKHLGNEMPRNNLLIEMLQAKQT
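Test system: CHO-K1 cells with Gal4–hSF-1 LBD chimera plus Gal4-driven luciferase; Input: 4,000 cells/well; Compound: 10 µM only; Times: 20 h compound treatment, 37 °C; Measured by: steady-glow luciferase luminescence, read after 15 min reagent incubation; Measure: percent activation versus DMSO; Control set: DMSO and mock-transfected background; Replicates: one test per compound.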
5HT1a antag: human 5-HT1a receptor antagonists, primary screen, cell-based, CHO, Ga15 NFAT-bla reporter | hit rate 0.68% among 62,000 | inhibition, % at 10 µM | CHO 5-HT1a Ga15 NFAT-bla reporter, antagonist mode;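 active = inhibition above the mean of all tested compounds plus 3 SD, cut at about 43% in these data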;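 also: receptor stimulated by 5-CT agonist at 100 nM near EC80; beta-lactamase reporter measured by ratiometric fluorescence of a cleavable substrate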
tolC growth inh: growth inhibitors of E. coli tolC mutant, primary screen, strain BW25113 ΔtolC::kan, 384-well; hit rate 2.2% among 65,000; OD615; growth inhibition, % at 10 µM (by protocol);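 active = growth inhibition at or above a cutoff equal to the mean over every tested compound plus 3 SD, cut at about 60% in these data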;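 also: growth measured after 20 h incubation at 37 °C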
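test system = E. coli BW25113 ΔtolC::kan bacteria | medium = LB with kanamycin 50 µg/mL | signal = OD at 615 nm | schedule = 37 °C, 20 h exposure | evaluation = % inhibition of E. coli growth | compound dosing = one dose of 10 µM final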
An asterisk follows results filed as active; i = inactive; nt = not tested or not shown; [ ] = dose if it differs, or a comment.

Order of results – SF-1 act	HTR1A agonist	RORA act	HTR1E antagonist	tolC growth inh	MMP13 inh	5HT1a antag	HTR1E agonist	NADH coupling
1) COc1ccc(-c2nc(C#N)c(NCCCN(C)C)o2)cc1OC
 : 2	-0.5	-9	-4	-7	-317[fluorescence artefact?]	-11	0.4	8%[fluoresces]
2) O=C(Cn1cnc2c(cnn2-c2ccc(F)cc2)c1=O)N1CCN(c2ccccc2)CC1
 : 15	0.8	22	-8	-22	-5	-2	-1.7	3%
3) COC(=O)C(C)Sc1ncnc2c1nnn2-c1ccc(F)cc1 (centres undefined)
 : 19	-0.3	10	-4	20	-4	2	-0.3	1%
4) Cc1c(C(=O)N2CCN(C(=O)c3ccco3)CC2)sc2nc(-c3ccc(F)cc3)cn12
 : -8	7.5	22	-6	-5	-4	2	1.1	2%
5) N#Cc1nc(-c2ccc(Cl)cc2)oc1N1CCCCC1
 : -10	1.5	-17	23	7	i[fluorescence artefact?]	nt	-0.2	7%[fluoresces]
6) O=C(C1CC(=O)N(c2ccccc2)C1)N1CCN(C2=NS(=O)(=O)c3ccccc32)CC1 (centres undefined)
 : 11	1.1	-8	-4	-12	4	-4	0.0	2%
7) COc1ccc(Cl)cc1NC(=O)CN1CCC(n2nnc3cc(C)ccc32)CC1
 : -5	-0.1	-4	-4	8	-6	-9	0.6	7%
8) CCOc1ccc(-c2nc(CSCC(=O)N3CCN(C(=O)c4ccco4)CC3)c(C)o2)cc1
 : 7	2.8	17	-2	1	0	1	2.3	8%
9) Cc1ccc(C2CC(c3cccc(Cl)c3)n3nc(N)nc3N2)cc1 (centres undefined)
 : 10	0.7	-2	-19	21	3	-6	0.7	5%
10) CCn1c(SCC(=O)Nc2ccc3c(c2)c2ccccc2n3CC)nnc1-c1ccco1
 : -18	-1.6	-8	15	28	8	6	-1.5	2%
11) O=S1(=O)N=CN(Cc2cccc(F)c2)c2ccccc21
 : 8	-1.2	9	-14	-2	-6	2	-0.5	6%
12) C=CCNc1sc(C(=O)C2CC2)c(N)c1C#N
 : -8	0.7	-10	11	9	-2	nt	0.5	15%
13) Cc1cc(C)n(CCCNC(=O)c2ccc(S(=O)(=O)NCc3ccco3)cc2)n1
 : 5	-1.1	13	-4	-2	1	-6	-0.2	3%
14) CCCS(=O)(=O)N1CCCC(C(=O)NCCCN2CCN(c3cccc(Cl)c3)CC2)C1 (centres undefined)
 : 0	-0.6	-4	7	-19	-8	37	2.6	3%
15) CC(C)C(c1nnnn1C1CCCC1)N(C)C1CCCCC1 (centres undefined)
 : -16	-3.5	7	-13	14	5	12	-0.5	5%
16) CC12CN(C(=O)c3ccccc3)C3(C#N)CC1CCC23C (centres undefined)
 : -6	-4.4	0	-11	15	2	-1	-0.5	5%
17) C#CC(C)(C)NC(=O)c1ccccc1OC
 : 11	-2.4	4	0	0	5	-1	1.1	7%
18) O=C(Nc1ccc2c(c1)nc1n2CCN(C2CCCCC2)C1)c1ccco1
 : -18	3.0	12	7	12	-39	3	0.0	3%
19) CCOC(=O)c1ccc(N2CSC3=C(C#N)C(c4ccc(OC)cc4OC)CC(=O)N3C2)cc1 (centres undefined)
 : 10	2.1	-20	6	14	2	15	1.2	2%
20) COc1ccc(-c2noc(CSc3nnc(CCc4ccccc4)n3-c3ccccc3)n2)cc1OC
 : 17	3.9	5	7	33	1	43*	-0.4	8%
21) O=C(CS(=O)(=O)Cc1ccccc1)N1CCN(c2cccc(C(F)(F)F)c2)CC1
 : 11	-1.5	4	-11	26	0	-4	5.2	5%
22) C=CCn1c(SCC(=O)Nc2cccc(OC)c2)nnc1-c1cccnc1
 : -15	-0.1	6	-3	-6	-3	11	-0.1	2%
23) CCCCCN(C(=O)NC(=O)Nc1ccccc1C)S(C)(=O)=O
 : -3	-1.1	27	-5	5	-3	16	0.4	8%
24) CCC(=O)N1CCc2cc(S(=O)(=O)CCC(=O)N3CCc4ccccc4C3)ccc21
 : 8	0.6	-27	26	-5	1	0	-0.5	3%
25) O=C(O)c1cc(Nc2nc(N3CCOCC3)nc(N3CCOCC3)n2)ccc1Cl
 : 2	0.0	5	-8	-5	1	-18	0.4	5%
26) O=C(c1ccc2c3c(cccc13)CC2)N1CCN(c2ncccn2)CC1
 : 9	-1.2	4	2	23	2	-1	-0.4	5%
27) O=C(CSc1nc(O)cc(=O)n1-c1ccccc1)N1CCCCC1
 : -4	-1.7	-2	-2	-14	2	-3	0.3	2%
28) COc1ccccc1C(=O)Oc1cc(N)n(S(=O)(=O)c2ccc(C)cc2)n1
 : -1	-1.1	-11	22	-10	3	-10	0.3	0%
29) O=C(CCc1nc2ccccc2[nH]c1=O)OCC(=O)N1CCc2ccccc21
 : 2	-2.7	-13	6	11	-8	9	-0.4	7%
30) O=C(COC(=O)c1ccc2c(c1)OCCO2)NCCC1=CCCCC1
 : -8	0.6	15	-5	12	-1	-4	0.6	7%
31) Cc1nn(C)c(C)c1S(=O)(=O)N(CC(=O)NCCN1CCOCC1)c1ccc(C(C)C)cc1
 : -1	-2.9	-6	7	-2	4	-11	0.6	2%
32) CCCCOc1ccc(C(O)(CCC)CCN2CCOCC2)cc1 (centres undefined)
 : -10	0.0	4	-9	-8	1	-17	0.3	9%
33) Cc1ccc(C)c(N2CCN(C(=O)CCCn3c(=S)[nH]c4cc5c(cc4c3=O)OCO5)CC2)c1
 : -23	-1.2	-4	-4	39	2	2	0.1	2%
34) Cc1oc2nc(SCCCC(=O)NCCCO)nc(N)c2c1C
 : -5	-2.0	-10	-1	13	4	nt	-0.6	2%
35) Cc1ccc(C2CCN(C(=O)Nc3ccccc3)C2)cc1 (centres undefined)
 : 58*	-2.1	92*	2	22	-12	22	0.1	6%
36) Clc1cccc(Cl)c1COc1ccccn1
 : 11	-1.2	32	0	-1	4	-2	-0.5	5%
37) O=C(NC1CCCCC1)NC1CCN(S(=O)(=O)Cc2ccccc2)CC1
 : -2	4.3	15	8	-7	1	-18	0.0	2%
38) CCc1ccccc1-n1c(SCC(=O)Nc2ccc3c(c2)OCCO3)nc2[nH]ncc2c1=O
 : 9	2.8	-16	4	23	2	-10	0.9	4%
39) COc1cc(C#CC#CCN2CCCCC2)ccc1O
 : -16	-2.8	20	11	24	-7	31	-1.3	0%
40) COc1ccc(S(=O)(=O)Cc2ccc(C(=O)N3CCCC3)o2)cc1
 : -14	5.1	-1	17	-13	-4	-10	0.2	8%

The final 2 compounds of the section above lead into the next.
Order of results – SF-1 act	HTR1A agonist	RORA act	HTR1E antagonist	tolC growth inh	MMP13 inh	5HT1a antag	HTR1E agonist	NADH coupling
39) COc1cc(C#CC#CCN2CCCCC2)ccc1O
 : -16	-2.8	20	11	24	-7	31	-1.3	0%
40) COc1ccc(S(=O)(=O)Cc2ccc(C(=O)N3CCCC3)o2)cc1
 : -14	5.1	-1	17	-13	-4	-10	0.2	8%
41) O=C(NC1CC1)c1ccc(CSCc2cccc(F)c2)o1
 : 21	0.8	6	3	11	-2	3	0.2	3%
42) CCc1ccc(C(=O)CC2(O)C(=O)N(CN3CCOCC3)c3ccccc32)cc1 (centres undefined)
 : 13	-1.1	-2	3	-8	0	2	-0.5	3%
43) O=C(NC1CCCc2ccccc21)C1CCN(c2c(N3CCCC3)c(=O)c2=O)CC1 (centres undefined)
 : 12	-2.4	6	11	-8	-1	-13	0.7	6%
44) O=C(C1CCCN(c2nnc(-n3cccc3)s2)C1)N1CCN(c2ccccc2)CC1 (centres undefined)
 : 11	-1.8	34	-2	0	1	-5	1.3	5%
45) CCOC(=O)c1cnc2c(OC)cccc2c1N1CCN(c2ccccc2OC)CC1
 : -22	2.4	8	2	48	2	38	9.1*	4%
46) Clc1ccc(Cn2ncc3c(NCc4ccco4)ncnc32)c(Cl)c1
 : 62*	-0.9	46	39*	68*	8	32	-0.5	2%
47) CCOC(=O)N1CCN(S(=O)(=O)c2cccc3cccnc23)CC1
 : -10	0.2	-4	0	-12	4	0	0.7	7%
48) O=C(c1ccc2c(=O)n(C3CCCC3)c(=S)[nH]c2c1)N1CCN(C2CCCCC2)CC1
 : -4	0.5	-4	1	68*	0	-6	0.1	1%
49) Cc1ccc(C)c(N2CCN(c3ncnc4c3cnn4-c3ccccc3)CC2)c1
 : -5	-0.3	16	-12	21	-2	9	0.9	2%
50) CC(=O)OC(C(=O)NC1CCCCC1)c1ccccc1 (centres undefined)
 : -12	-4.3	-15	16	-8	-2	3	-1.1	7%
51) CCc1c(C)nc2ncnn2c1NCCc1ccc(OC)cc1
 : -85	0.1	-76	20	-4	4	9	-0.4	6%
52) CCOC(=O)C1CCN(CC(=O)Nc2c(C(=O)OC)[nH]c3cccc(Cl)c23)CC1
 : 8	-0.6	1	4	11	-5	-12	0.8	5%
53) CCCn1c(SCC(=O)Nc2nc3c(s2)CCCC3)nc2c1c(=O)n(C)c(=O)n2C
 : -8	-0.6	-11	5	32	2	4	-0.4	4%
54) O=C(COc1ccc(Cl)cc1)Nc1ccccc1C(=O)NCc1ccco1
 : -24	5.5	10	11	-4	-4	11	-0.8	6%
55) Cc1nc2nc(SCC(=O)NCc3ccco3)nn2c(C)c1Cc1c(F)cccc1Cl
 : 3	1.6	-7	4	11	5	5	-1.5	2%
56) c1nc(NCC2CCCO2)c2[nH]cnc2n1 (centres undefined)
 : -5	-0.9	-2	9	13	5	2	0.2	6%
57) CCN(CCO)Cc1cn[nH]c1-c1ccc(C)c(C)c1
 : 0	-1.3	0	-6	-15	-2	-6	1.5	6%
58) O=C(NCCCN1CCOCC1)c1cccs1
 : 9	-0.7	11	2	-9	2	-14	0.1	10%
59) CC(=O)C1=C(C)NC(=O)NC1c1cc(Br)ccc1OCC(N)=O (centres undefined)
 : 10	0.4	3	0	-8	1	-24	0.9	6%
60) Cc1cc(C(=O)N2CCc3ccccc32)n(-c2ccccc2)n1
 : 12	-3.7	22	5	-1	-8	30	-0.1	3%
61) CCOCCCNC(=O)C(Cc1ccccc1)NC(=O)c1ccco1 (centres undefined)
 : -7	-2.2	-19	-3	-18	2	-4	0.5	2%
62) CCOc1ccccc1N1CCN(Cc2ccc(OC)c(OC)c2OC)CC1
 : -14	-3.4	-9	3	-8	3	80*	17*	6%
63) COc1cc(C(=O)Nc2ccc(S(=O)(=O)Nc3onc(C)c3C)cc2)cc(OC)c1OC
 : -1	1.3	2	-5	3	3	2	0.0	6%
64) Cc1nc2ncnn2c(C)c1CCC(=O)NCCC1=CCCCC1
 : -10	-5.7	2	6	-1	1	-6	0.5	4%
65) CC(=O)c1ccc(-c2nc3ccccc3n2C)o1
 : 25	-4.7	28	8	12	i[fluorescence artefact?]	8	-0.3	3%[fluoresces]
66) O=C1CCC2CCCCC2(O)O1 (centres undefined)
 : 3	1.1	3	-5	-22	-5	-13	0.1	2%
67) CCCC(=O)Nc1c(O)c2ccccc2[nH]c1=O
 : 2	-1.6	-6	-2	-32	-12	0	-0.9	5%
